# Screening results: PubChem, National Center for Advancing Translational Sciences (NCATS)
# TDP1 cell noCPT: qHTS for Inhibitors of human tyrosyl-DNA phosphodiesterase 1 (TDP1): qHTS in cells in absence of CPT | DT40 Tdp1-/- hTDP1 cells, no CPT, ATP luminescence, 48 h | Potency, µM (top dose mostly 46.2 µM), without a hit: top-dose activity change, negative = growth inhibition, usual class: inhibitors | 420,000 compounds, 15% hits | AID 686978, 2013; further: nearly all actives have a fitted effect of over 55% in size
#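 DT40 Tdp1-/-;hTDP1 cells, no CPT (DMSO vehicle only), 400 cells/well; compounds pin-transferred; ≥48 hr, 37 °C; CellTiter-Glo 30 min RT dark, luminescence read.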
# KAT2A inh: qHTS Assay for Inhibitors of GCN5L2. GCN5L2 HAT assay, ThioGlo1 CoA-SH fluorescence. Potency, µM (highest dose often 58.9 µM), for the others: at the highest dose activity change, negative = inhibition, most hits filed as inhibitors. 390,000 compounds, 0.21% hits. AID 504327, 2011
# Target sequence (Q92830 whole entry, looked up): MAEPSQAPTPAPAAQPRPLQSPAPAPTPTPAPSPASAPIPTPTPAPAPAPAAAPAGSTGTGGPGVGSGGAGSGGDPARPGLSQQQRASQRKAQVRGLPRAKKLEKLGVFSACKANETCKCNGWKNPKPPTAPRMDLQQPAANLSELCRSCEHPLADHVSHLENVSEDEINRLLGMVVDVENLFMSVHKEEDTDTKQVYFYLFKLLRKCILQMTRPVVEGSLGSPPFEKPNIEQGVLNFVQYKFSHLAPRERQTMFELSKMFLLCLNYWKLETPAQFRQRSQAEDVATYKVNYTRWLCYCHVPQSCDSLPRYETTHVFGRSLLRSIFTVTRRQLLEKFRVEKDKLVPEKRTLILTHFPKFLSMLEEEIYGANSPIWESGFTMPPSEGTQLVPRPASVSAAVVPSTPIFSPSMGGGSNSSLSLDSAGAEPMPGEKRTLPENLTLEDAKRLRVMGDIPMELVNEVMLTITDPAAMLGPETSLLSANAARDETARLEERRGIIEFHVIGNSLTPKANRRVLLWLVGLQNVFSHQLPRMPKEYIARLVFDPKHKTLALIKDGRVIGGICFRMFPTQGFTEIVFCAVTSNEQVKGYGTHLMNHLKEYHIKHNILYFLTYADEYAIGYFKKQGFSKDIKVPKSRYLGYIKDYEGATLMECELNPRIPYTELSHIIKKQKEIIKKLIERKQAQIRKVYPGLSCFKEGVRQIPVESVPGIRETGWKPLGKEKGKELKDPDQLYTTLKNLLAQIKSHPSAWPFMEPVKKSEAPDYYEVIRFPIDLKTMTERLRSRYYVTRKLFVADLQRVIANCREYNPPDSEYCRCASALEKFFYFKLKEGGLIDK
#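 Titration-based screen in which CoA formation is detected via maleimide probe ThioGlo1 (50uM) turning fluorescent on thiol reaction; substrates H3(1-25) 75uM and acetyl-CoA 70uM, GCN5L2 20nM, 20 min incubation at room temperature.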
# TDP1 block: qHTS Assay for Inhibitors of Tyrosyl-DNA Phosphodiesterase (TDP1) | recombinant TDP1, AlphaScreen DNA substrate cleavage | Potency, µM (doses to about 130 µM), inactives show at the top dose activity change, negative = inhibition, usual class: inhibitors | 350,000 compounds, 0.28% hits | AID 485290, 2010; further: nearly all actives have a fitted effect of over 40% in size
#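 Recombinant E. coli-expressed Tdp1 (1 nM) preincubated with compound 15 min at RT, then 5'-biotin/3'-phosphotyrosine-FITC DNA substrate (15 nM) added for 5 min. AlphaScreen beads (10 ug/ml) added, 10 min RT; tyrosine-FITC cleavage read as signal loss.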
# The depositor's hits bear a star; ? = inconclusive; nt = no result given; & = joins results of further samples; [ ] = dose if it differs, or a comment. The call rests on the fitted dose curve; in most records, active means well fitted curve in the direction sought with a large enough effect; inconclusive means small, poorly fitted or top-dose-only effect, or another doubt; inactive means no such curve, though single readings can be large; an effect the other way counts as inactive or inconclusive. On the % scale 0 is the no-effect control and ±100 the full control effect; potency means the concentration at half of the fitted maximal effect. An excerpt. The share of hits here may be higher or lower than overall.
SMILES	TDP1 cell noCPT	KAT2A inh	TDP1 block
CCOc1ccc(CCNC(=O)C2CCCN(c3ncnc4c3nc3n4CCCCC3)C2)cc1 (stereo unspecified)	23µM*	-15%	4%
COc1ccc(CCNC(=O)CSc2cc(=O)[nH]c(N)n2)cc1OC	-13%	-7%	-8%
Cc1ccc(CNC(=O)C(NS(=O)(=O)c2ccc3nc(C)sc3c2)C(C)C)cc1 (stereo unspecified)	-18%	-2%	2%
COc1ccc(-c2nc(Cn3c(SCc4ccccc4F)nc4ccncc43)c(C)o2)cc1OC	21µM*	-2%	5%
CCCCc1ccc(NC(=O)Cn2nnc3sc4c(c3c2=O)CCC(C)C4)cc1 (stereo unspecified)	?	-12%	-1%
COc1ccccc1/C=N/OCc1ccc(C#N)cc1	-25%	-23%	nt
CC(C)C1=C2OC(N)=C(C#N)C(C#N)=C2C(C)CC1 (stereo unspecified)	?	-2%	0%
CCOc1cc(-c2nc(-c3ccc(-c4ccc(OC)cc4)nc3OC)no2)cc(OCC)c1OCC	10µM*	-3%	2%
Cc1cc(C)c(C#N)c(SCC(=O)c2cccs2)n1	?	1%	50µM*
COc1ccc(-n2cnnc2SCc2ncc(-c3ccccc3)o2)cc1	-27%	2%	5%
CCOc1ccc(-c2nc(Cn3c(=O)cc(C)c4c(C)nn(-c5ccccc5)c43)c(C)o2)cc1	16%	-13%	1%
COc1ccc(N2CC(O)=C(c3nc(-c4ccc(F)cc4)cs3)C2=N)cc1Cl	?	-13%	3%
COc1ccc(S(=O)(=O)Nc2c(NC3CCCCC3)c3ccccc3oc2=O)cc1OC	?	-16%	0%
O=C(NCCNCCO)c1c(O)c2cccc3c2n(c1=O)CCC3	?	1%	0%
O=C(CSc1ncnc2sccc12)Nc1ccc(S(=O)(=O)N2CCOCC2)cc1	?	-3%	2%
O=C1C2(c3ccccc3)CN(CCCO)CC1(c1ccccc1)CN(CCCO)C2	-9%	-1%	0%
CCCCOc1ccc(N2C(=O)CC(NCc3ccncc3)C2=O)cc1 (stereo unspecified)	-8%	-3%	5%
O=C1CCCCN1CCCC(=O)N1CCCC(Nc2ccccc2)C1 (stereo unspecified)	-9%	3%	4%[56.1 µM]
COc1cccc(OCc2nc3c4cnn(-c5ccccc5)c4ncn3n2)c1	-19%	0%	5%
CCOC(=O)COc1nc(C)c(Br)c(OC)n1	-2%	0%	2%
O=C(C(=O)N1CCCC1)c1c[nH]c2ccccc12	-7%	-2%	nt
COC(C(=O)Nc1ccc(Cl)cc1C)c1ccccc1 (stereo unspecified)	-6%	1%	3%
CCOC(=O)C(=Cc1ccc(OCc2ccc([N+](=O)[O-])cc2)c(OC)c1)C(=O)OCC	15µM*	-15%	2%
Cc1cccc2sc(NC(=O)Cn3c(C)csc3=O)nc12	-21%	0%	-10%
Cc1cc(=O)oc2c(C)c(OCC(=O)NCC3CCC(C(=O)O)CC3)ccc12 (stereo unspecified)	-2%	-6%	nt
S=C1NCN(Cc2ccccc2)CN1	0%	2%	5%
O=C(COc1cc(Cl)c(Cl)cc1Cl)NC(=O)Nc1ccc2c(c1)OCCO2	?	-1%	0%
COc1ccc(C[C@H]2CN3C(=NC[C@@H]3Cc3ccccc3)N2CCNC(=O)c2ccc(C)c(Br)c2)cc1	21µM*	-6%	9%
CN1C(=O)[C@H]2[C@@H](/C=C/c3ccccc3)N3C(=O)CN(Cc4ccccn4)C(=O)[C@@]3(Cc3ccccc3)[C@H]2C1=O	4%	-3%	1%
C#CCOCCOCCOCCNc1nc(N2CCN(C(=O)CCCCCCCCCCNC(=O)[C@H](CO)n3cc(CCCSC)nn3)CC2)nc(N2CCN(C(=O)CCCCCCCCCCNC(=O)[C@H](CO)n3cc(CCCSC)nn3)CC2)n1	6.5µM*	-9%	-7%
C=C(c1ccc(C(=O)O)cc1)c1cc2c(cc1C)C(C)(C)CCC2(C)C	?	6.3µM*	nt
CC(=O)c1c(C)[nH]c(C(=O)OCC(=O)Nc2sc3c(c2C#N)CCC(C)C3)c1C (stereo unspecified)	23µM*	-2%	nt
Cc1cc(C)cc(OCC(=O)NC(Cc2c[nH]c3ccccc23)C(=O)O)c1 (stereo unspecified)	0%	1%	nt
Cc1ccc2nc(-c3ccccc3O)c(Nc3ccc4c(c3)OCCO4)n2c1	?	?	0%
CCSc1nsc(NC(=O)Nc2cccc(C(C)=O)c2)n1	?	-2%	nt
COc1cc(C2/C(=C(\O)c3ccc4c(c3)OCCO4)C(=O)C(=O)N2CCN2CCOCC2)cc(OC)c1OC (stereo unspecified)	0%	-7%	1%
COC(=O)CNC(=O)Cn1nc(C)c([N+](=O)[O-])c1C	21%	-6%	2%
Cc1cc(NC(=O)CCC(=O)NNC(=O)c2ccc(C(C)(C)C)cc2)no1	-16%	-1%	3%
Cc1cc(C)nc(SCCC(=O)Nc2ccc(F)cc2)n1	12%	-7%	3%
O=C(CN1CCN(c2ncc(C(F)(F)F)cc2Cl)CC1)N1CCN(c2ncc(C(F)(F)F)cc2Cl)CC1	16µM*	-19%	7%

# Of the compounds above, these contain a COOH group:
SMILES	TDP1 cell noCPT	KAT2A inh	TDP1 block
Cc1cc(=O)oc2c(C)c(OCC(=O)NCC3CCC(C(=O)O)CC3)ccc12 (stereo unspecified)	-2%	-6%	nt
C=C(c1ccc(C(=O)O)cc1)c1cc2c(cc1C)C(C)(C)CCC2(C)C	?	6.3µM*	nt
Cc1cc(C)cc(OCC(=O)NC(Cc2c[nH]c3ccccc23)C(=O)O)c1 (stereo unspecified)	0%	1%	nt

# Remaining list, next part
SMILES	TDP1 cell noCPT	KAT2A inh	TDP1 block
CCCCC(O)(CCCC)C(=O)NN(C(=O)CCl)c1ccccc1	21µM*	10%	0%
Clc1ccc(C2[C@H]3CN(Cc4ccc(-c5ccccc5)cc4)[C@H](c4ccccc4)C34CC2(c2cccnc2)C4)cn1 (stereo partly specified)	nt	33%[activator]	14%&5%
COC(=O)C1=C(C)N(Cc2ccco2)C(=O)N[C@H]1c1ccc(Br)cc1	nt	-7%	1%&8%
COc1ccc(/C=N/Nc2ncc(C(F)(F)F)cc2Cl)c(OC)c1OC	?	-2%	-3%
CC(C)CC(=O)NNC(=O)c1ccc(Cl)cc1	-5%	-6%	1%
CC(=O)N1CCOc2cc(S(=O)(=O)N3CCN(c4ccccc4)CC3)c(Cl)cc21	4%	-26%	nt
CCN(c1ccccc1)S(=O)(=O)c1ccc(Cl)c(NC(=O)COC(=O)C2CC2C)c1 (stereo unspecified)	-12%	2%	-3%
CCOC(=O)COc1cccc2c(=O)n(CC(=O)NCCc3ccccc3)ccc12	-3%	-3%	3%
COc1cc2c(C(=O)N3CCN(c4ccc(F)cc4)CC3)cn(CC(C)C)c(=O)c2cc1OC	?	-10%	9%
O=C(c1ccc(CSc2nc3ccncc3n2Cc2ccccc2)cc1)N1CCCCCC1	16µM*	2%	0%
CC(NC(=O)CCC(=O)NC(C)C1COc2ccccc2O1)C1COc2ccccc2O1 (stereo unspecified)	?	-8%	1%
C/C(=N\Nc1nc(C)cc(-c2ccccc2)n1)c1cccc(N)c1	21µM*	-6%	nt
COCCn1c(SCC(=O)N2CCCCC2)nc2c([nH]c3ccccc32)c1=O	?	0%	-3%
C[C@H](N)C(=O)N[C@@H](Cc1ccc(F)cc1)C(=O)N[C@@H](CCCN=C(N)N)C(=O)N[C@@H](CC1CCCCC1)C(=O)N[C@@H](CCCCN=C(N)N)C(=O)N[C@@H](Cc1ccc(O)cc1)C(N)=O	nt	-16%	14%
Cc1ccc([N+](=O)[O-])cc1-c1ccc(/C=N\n2nnnc2N)o1	?	-7%	1%
COc1ccc(CC(=O)N(CC2CCCO2)c2nc3ccccc3s2)cc1 (stereo unspecified)	13µM*	4%	0%
CC(=C1C(=O)c2ccccc2C1=O)N1CCN(c2ccc(F)cc2)CC1	-27%	-2%	6%
Cc1ccc(NC(=O)CCn2c(=O)c3cccn3c3ccccc32)c(C)c1	21µM*	0%	3%
CC(=O)Nc1ccc(NS(=O)(=O)Cc2ccccc2)cc1	-2%	-1%	6%
Cc1cccc2c(N=Nc3ccc(S(=O)(=O)Nc4ccc(Cl)cc4)cc3[N+](=O)[O-])c(O)[nH]c12	4%	-3%	8%

# Retrieved by structure from the entries so far:
SMILES	TDP1 cell noCPT	KAT2A inh	TDP1 block
CC(=O)Nc1ccc(NS(=O)(=O)Cc2ccccc2)cc1	-2%	-1%	6%
CC(NC(=O)CCC(=O)NC(C)C1COc2ccccc2O1)C1COc2ccccc2O1 (stereo unspecified)	?	-8%	1%
COc1ccc(CC(=O)N(CC2CCCO2)c2nc3ccccc3s2)cc1 (stereo unspecified)	13µM*	4%	0%
Cc1ccc(NC(=O)CCn2c(=O)c3cccn3c3ccccc32)c(C)c1	21µM*	0%	3%
C[C@H](N)C(=O)N[C@@H](Cc1ccc(F)cc1)C(=O)N[C@@H](CCCN=C(N)N)C(=O)N[C@@H](CC1CCCCC1)C(=O)N[C@@H](CCCCN=C(N)N)C(=O)N[C@@H](Cc1ccc(O)cc1)C(N)=O	nt	-16%	14%
C/C(=N\Nc1nc(C)cc(-c2ccccc2)n1)c1cccc(N)c1	21µM*	-6%	nt

# The results go on.
SMILES	TDP1 cell noCPT	KAT2A inh	TDP1 block
CCCn1nnc(NC(=S)NC(=O)CC)n1	18µM*	-4%	2%
CCOC(=O)N1CCC(NC(=O)c2cnn(-c3ccc(OC)cc3)c2C2CCN(C(=O)OC(C)(C)C)CC2)CC1	?	2%	3%
O=C(c1ccc2c3c(cccc13)CC2)C1CCCN(Cc2ccc(OCCO)cc2)C1 (stereo unspecified)	?	-4%	6%
C=CCn1c(SCC(=O)c2ccc(NS(=O)(=O)c3ccccc3)cc2)nnc1-c1cccs1	-24%	-12%	6%
CNc1c(NS(=O)(=O)c2cc(OC)ccc2OC)c(=O)oc2ccccc12	-16%	-4%	5%
CSCCC(NC(=O)c1ccccc1)C(=O)NC1CCCC1 (stereo unspecified)	-5%	1%	-8%
CCN(CC)C(=O)CSc1nc2sc3c(c2c(=O)n1CCOC)CCC3	-25%	-7%	nt
Cc1ccc2c(Cl)cc(Cl)c(OCC(=O)NC(C)(C)C)c2n1	23µM*	-4%	2%
CC(CCc1ccccc1)C(=O)NO (stereo unspecified)	-12%	0%	4%
Cc1cs/c(=N/C(=S)Nc2ccccc2)n1C	-3%	6%	0%

# Some values from the entries so far.
# CSCCC(NC(=O)c1ccccc1)C(=O)NC1CCCC1 (stereo unspecified) – TDP1 block: -8%
# Cc1cs/c(=N/C(=S)Nc2ccccc2)n1C – TDP1 block: 0%
# CCOC(=O)N1CCC(NC(=O)c2cnn(-c3ccc(OC)cc3)c2C2CCN(C(=O)OC(C)(C)C)CC2)CC1 – TDP1 block: 3%

# Other results:
SMILES	TDP1 cell noCPT	KAT2A inh	TDP1 block
Cc1ccc(C)c(-n2c(-c3ccc4c(c3)OCO4)n[nH]c2=S)c1	-5%	5%	6%
CCn1ccnc1CC1COc2ccccc2O1 (stereo unspecified)	-12%&-8%	-3%&3%	12%[56.1 µM]
Cc1ccc(C(=O)N2CCN(c3ccc([N+](=O)[O-])c(NCc4ccco4)c3)CC2)cc1	16µM*	0%	6%
Cc1ccccc1-c1nnc(SCC(=O)N(C)C2CCCCC2)o1	-25%	-15%	1%
CC(C)CC(=O)N1CC(=O)Nc2ccc(F)cc2C1c1ccccc1 (stereo unspecified)	-28%&5%	-7%&-5%	9%
CSc1ccccc1NC(=O)c1cc2c(=O)n3ccccc3nc2s1	-22%	?	0%
Cc1cccc(-c2nc(CN3CCN(Cc4cccc(F)c4)CC3)c(C)o2)c1	?	-21%	nt
Cc1cc(=O)[nH]c(SCC(=O)Nc2cc(S(=O)(=O)N(C)C)ccc2Cl)n1	-1%	-14%	6%
O=C(CCN1CCCC1)Nc1ccc(Br)cc1	-7%	1%	-4%
O=C(COCc1nc2ccccc2c(=O)[nH]1)NCC1CCCCC1	?	0%	5%
COc1ccc(/C=N/NC(=O)CNS(=O)(=O)c2ccc(C)cc2)cc1	-11%	-1%	6%
CN(Cc1ccccc1OCCO)CC1CCCN(CCc2ccc(Cl)cc2)C1 (stereo unspecified)	?	-10%	1%
O=C(Nc1ccc2c(c1)CCC2)c1cnccn1	-5%	-7%	2%
CCCOc1ccc(C(=O)Nc2ccc(NC(=O)c3ccccc3)c(Br)c2)cc1	-71%	-5%	0%[12.3 µM]
Nc1ccc(-c2n[nH]c(=O)c3ccccc23)cc1N	?	-2%	4%
